NPY-Y1 PAM-ag – potentiators or agonists of human neuropeptide Y receptor Y1; P25929; NPY-Y1 expressing cells, potentiator/agonist activation; activation, % at 3.6 µM; hit rate 0.37% among 220,000; AID 1304; in the data active = activation above about 33%, passing the limit was not always enough;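 also: cells stimulated with NPY at EC10 then isoproterenol at EC100; 0% = low agonist plus stimulus and 100% = saturating agonist plus stimulus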
NPY Y1 blocker – NPY-Y1 (human) receptor antagonism | HEK293-CNG Y1 cells, membrane potential fluorescence; NPY at EC95, then isoproterenol | inhibition, % at 3.6 µM | hit rate 1% among 200,000 | AID 1040;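 active = inhibition above the campaign mean inhibition of all tested compounds plus 3 SD, cut at about 20% in these data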;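 also: 0% = DMSO wells given NPY plus isoproterenol and 100% = isoproterenol alone without NPY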
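Material: HEK293 cells co-expressing NPY Y1 receptor and cyclic-nucleotide gated channel. Timing: compound incubation 1 h at room temperature, readout 45 min post-stimulation. Signal: fluorescence, membrane potential probe.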
S1P4 antagonist – human S1P4 receptor antagonism. S1P4-expressing cells, antagonist mode, reporter read-out. hit rate 0.26% among 220,000. AID 1510. inhibition, % at 4.98 µM. O95977; in the data active = inhibition above about 29%;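 also: 0% = wells stimulated with agonist and 100% = vehicle wells without agonist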
Target sequence (O95977 whole entry, looked up): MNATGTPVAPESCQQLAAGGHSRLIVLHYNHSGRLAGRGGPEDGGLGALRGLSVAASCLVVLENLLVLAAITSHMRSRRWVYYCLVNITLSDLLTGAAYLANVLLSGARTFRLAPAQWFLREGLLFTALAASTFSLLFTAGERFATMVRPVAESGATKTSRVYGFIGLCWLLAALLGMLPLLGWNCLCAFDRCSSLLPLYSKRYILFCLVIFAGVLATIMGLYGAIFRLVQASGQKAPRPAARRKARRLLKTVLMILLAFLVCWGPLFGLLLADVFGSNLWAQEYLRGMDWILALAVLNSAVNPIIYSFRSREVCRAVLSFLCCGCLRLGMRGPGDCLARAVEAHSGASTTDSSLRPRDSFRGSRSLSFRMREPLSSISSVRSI
S1P4 agonist – agonists of human S1P4 receptor. activation, % at 4.98 µM. hit rate 0.35% among 220,000. AID 1509. S1P4-expressing cell line, agonist reporter assay. O95977; in the data active = activation above about 11%;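 also: 0% = DMSO vehicle and 100% = reference agonist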
NPY-Y2 PAM-ag – human NPY-Y2 potentiation or agonism, primary screen. AID 1359. hit rate 0.45% among 220,000. cells expressing NPY-Y2, potentiator/agonist read-out. P49146. activation, % at 3.6 µM; in the data active = activation above about 27%;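 also: cells stimulated with NPY near EC25 plus isoproterenol at EC100; 0% = vehicle plus submaximal agonist and 100% = vehicle plus saturating agonist; some results beyond the cut were filed as inactive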
EP2 modulator – EP2 receptor (human) modulation | induction, % at 25 µM | hit rate 0.83% among 260,000 | AID 940 | P43116 | EP2-expressing cells, cAMP HTRF FRET, PGE2 co-stimulation;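 active = compounds whose cAMP rise, as percent of the full-agonist control response, exceeds 60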;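 also: rat C6 glioma line stably carrying human EP2 under a CMV promoter; the protocol text gives 20 µM as final concentration; 100% = response of wells given 1 µM PGE2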
Target sequence (P43116 whole entry, looked up): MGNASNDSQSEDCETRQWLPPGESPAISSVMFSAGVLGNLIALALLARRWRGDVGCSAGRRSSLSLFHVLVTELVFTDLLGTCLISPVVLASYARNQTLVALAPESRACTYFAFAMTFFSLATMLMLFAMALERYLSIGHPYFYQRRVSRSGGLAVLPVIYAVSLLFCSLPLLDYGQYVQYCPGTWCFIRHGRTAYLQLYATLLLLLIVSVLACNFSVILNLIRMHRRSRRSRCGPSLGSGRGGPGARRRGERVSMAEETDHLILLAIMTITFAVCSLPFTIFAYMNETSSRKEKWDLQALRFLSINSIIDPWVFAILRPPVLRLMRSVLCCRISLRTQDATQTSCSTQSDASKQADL
p97 inhibitor – inhibitors of human p97 ATPase; P55072; recombinant p97 ATPase, Kinase-Glo ATP luminescence, 3 h; inhibition, % at 8 µM; hit rate 0.42% among 220,000; in the data active = inhibition above about 15%;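 also: 0% = DMSO vehicle and 100% = wells lacking enzyme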
PGE2 EP2 inh – blocks the human prostaglandin E2 receptor EP2; P43116; AID 1422; hit rate 0.52% among 260,000; inhibition, % at 25 µM; C6 glioma cells expressing human EP2, cAMP TR-FRET; cells stimulated with saturating PGE2;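 active = percent inhibition above 40 after rounding to a whole number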;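 also: rat C6 glioma host cells with rolipram phosphodiesterase inhibitor present; the protocol text gives 20 µM as final concentration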
eIF4E 4G PPI – blocks eIF4E binding to eIF4G | TR-FRET eIF4E-eIF4GI(517-606) binding, 2 h | P63073+Q04637 | hit rate 0.37% among 220,000 | AID 782 | inhibition, % at 21.7 µM;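 active = inhibition above about 30%, limit read from the data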;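 also: 0% = full FRET control wells and 100% = background wells lacking eIF4GI fragment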
* = called active by the depositor; . = not tested or not shown; [ ] = dose if it differs, or a comment. Only part of the results is shown. The share of hits here may be higher or lower than overall.

nr | SMILES | NPY-Y1 PAM-ag | NPY Y1 blocker | S1P4 antagonist | S1P4 agonist | NPY-Y2 PAM-ag
1 | Cc1nc(SCCOc2ccccc2F)[nH]c(=O)c1Cc1ccccc1 | 7 | 10 | 0 | -0.3 | 6
2 | CC(C)(C)CC(=O)Nc1nnc(SCC(=O)Nc2ccccc2F)s1 | -1 | 21* | 6 | 0.1 | -16
3 | C=CCNC(=O)/C(C#N)=C/c1c(C)nn(-c2ccc(Cl)cc2)c1Cl | 4 | 3 | 11 | -1.2 | 7
4 | O=C(NNC(=O)C1CCCO1)c1ccc(Br)cc1 (configuration not stated) | 9 | 0 | 0 | -1.1 | 8
5 | CCOC(=O)N1CCN(C(=O)CS(=O)(=O)Cc2nc(-c3ccccc3C)oc2C)CC1 | -16 | -2 | 0 | -3.5 | -18
6 | Cc1cc2nc(-c3cccc(NC(=O)c4ccc(Br)o4)c3C)oc2cc1C | -10 | 9 | -2 | 1.2 | -2
7 | O=C(NCCc1ccccc1)c1cc(=O)c2ccccc2o1 | 7 | -2 | -6 | 1.0 | -10
8 | O=C(Nc1ccccc1C(=O)Nc1ccc2c(c1)OCO2)c1ccco1 | -14 | 3 | -18 | 0.5 | -13
9 | CCN(C(=O)CN1CCN(C)CC1)c1cccc2ccccc12 | 13 | 1 | -6 | 0.8 | -7
10 | CCOC(=O)c1nnn(-c2nonc2OC)c1-c1ccccc1 | 3 | 8 | -7 | -0.1 | -4

nr | EP2 modulator | p97 inhibitor | PGE2 EP2 inh | eIF4E 4G PPI
1 | 38 | -1 | 0 | 1
2 | -14 | 3 | 19 | 3
3 | -2 | 4 | 25 | 0[fluorescence artefact?]
4 | -7 | -5 | 2 | -15[fluorescence artefact?]
5 | 28 | -7 | 9 | -6
6 | 10 | 9 | 15 | -10[fluorescence artefact?]
7 | -46 | 0 | 3 | 3
8 | 31 | -5 | 9 | 9
9 | 9 | -8 | 12 | 2[fluorescence artefact?]
10 | 11 | 1 | 11 | -3[fluorescence artefact?]

One compound at a time, as listed above. Order of values: NPY-Y1 PAM-ag, NPY Y1 blocker, S1P4 antagonist, S1P4 agonist, NPY-Y2 PAM-ag, EP2 modulator, p97 inhibitor, PGE2 EP2 inh, eIF4E 4G PPI
CCOC(=O)N1CCN(C(=O)CS(=O)(=O)Cc2nc(-c3ccccc3C)oc2C)CC1 in the list: -16, -2, 0, -3.5, -18, 28, -7, 9, -6
O=C(Nc1ccccc1C(=O)Nc1ccc2c(c1)OCO2)c1ccco1 in the list: -14, 3, -18, 0.5, -13, 31, -5, 9, 9
C=CCNC(=O)/C(C#N)=C/c1c(C)nn(-c2ccc(Cl)cc2)c1Cl in the list: 4, 3, 11, -1.2, 7, -2, 4, 25, 0[fluorescence artefact?]
CCN(C(=O)CN1CCN(C)CC1)c1cccc2ccccc12 in the list: 13, 1, -6, 0.8, -7, 9, -8, 12, 2[fluorescence artefact?]
O=C(NCCc1ccccc1)c1cc(=O)c2ccccc2o1 in the list: 7, -2, -6, 1.0, -10, -46, 0, 3, 3

(listing goes on)
nr | SMILES | NPY-Y1 PAM-ag | NPY Y1 blocker | S1P4 antagonist | S1P4 agonist | NPY-Y2 PAM-ag
11 | COc1ccc2[nH]c(=O)c(CNc3ccc(C)cc3C)cc2c1 | -8 | . | 2 | 1.4 | -26
12 | CCOC(=O)C(NC(C)=O)(OCc1ccc(F)cc1)C(F)(F)F (configuration not stated) | 18 | -2 | -30 | 2.9 | 8
13 | CCOC1=NN(c2ncc(C(F)(F)F)cc2Cl)C(=O)C1 | -1 | -5 | -2 | -0.2 | 12
14 | O=C(CSc1nccc(=O)[nH]1)NCc1ccc(Cl)cc1 | 0 | 4 | -11 | -1.1 | 10
15 | CCc1nnc(NC(=O)CSc2nnc(CNc3ccc(OC)cc3)n2CC)s1 | -1 | 7 | 0 | -0.3 | -15
16 | CC(=O)Nc1cccc(Oc2cc(C#N)c(C#N)cc2N2CCOCC2)c1 | -3 | 6 | -20 | -0.6 | -11
17 | C=CCn1c(O)c(N=NC(=O)c2cccnc2)c2cc(Br)ccc21 | 7 | . | 1 | -0.6 | 23
18 | COc1cc(/C=N/Nc2cccc(C)c2)cc(Br)c1O | 2 | 15 | 14 | 7.4 | -12
19 | Cc1cc([N+](=O)[O-])nn1CC(=O)c1ccccc1 | 18 | -2 | -2 | 4.5 | 9
20 | O=C(O)Cn1nnc(-c2cccs2)n1 | 8 | 6 | 1 | -3.2 | -16

nr | EP2 modulator | p97 inhibitor | PGE2 EP2 inh | eIF4E 4G PPI
11 | -44 | 2 | 13 | 8
12 | -23 | 2 | 14 | -8
13 | 36 | 6 | 4 | 1
14 | 4 | 4 | 1 | 1
15 | 10 | 2 | 5 | 3
16 | 6 | -3 | 10 | 2
17 | 5 | 6 | 23 | 5
18 | -12 | 3 | 8 | 4
19 | 25 | 6 | 4 | 4
20 | 17 | 0 | . | -3

(further entries)
nr | SMILES | NPY-Y1 PAM-ag | NPY Y1 blocker | S1P4 antagonist | S1P4 agonist | NPY-Y2 PAM-ag
21 | Cc1ccc(CNC(=O)CSc2nc3ccsc3c(=O)n2Cc2ccc(C(=O)O)cc2)cc1 | -12 | 1 | -13 | -0.9 | 16
22 | CCOC(=O)c1cc(NCc2cccs2)ccc1N1CCOCC1 | -1 | -3 | -1 | 1.8 | -7
23 | Clc1ccc(-c2nnc(-c3ccccc3)o2)c(Cl)c1 | 11 | 10 | -16 | 0.8 | -2
24 | COc1cc([N+](=O)[O-])ccc1Nc1nc(C)cc(C)n1 | -11 | 1 | 9 | -0.1 | 3

nr | EP2 modulator | p97 inhibitor | PGE2 EP2 inh | eIF4E 4G PPI
21 | -14 | 6 | 0 | -5
22 | -26 | -1 | 11 | 4
23 | 32 | -2 | 2 | 10[fluorescence artefact?]
24 | 31 | 1 | 8 | 1

3 of the compounds above, with each value named:
24: COc1cc([N+](=O)[O-])ccc1Nc1nc(C)cc(C)n1
  NPY-Y1 PAM-ag: -11; NPY Y1 blocker: 1; S1P4 antagonist: 9; S1P4 agonist: -0.1; NPY-Y2 PAM-ag: 3; EP2 modulator: 31; p97 inhibitor: 1; PGE2 EP2 inh: 8; eIF4E 4G PPI: 1

23: Clc1ccc(-c2nnc(-c3ccccc3)o2)c(Cl)c1
  NPY-Y1 PAM-ag: 11; NPY Y1 blocker: 10; S1P4 antagonist: -16; S1P4 agonist: 0.8; NPY-Y2 PAM-ag: -2; EP2 modulator: 32; p97 inhibitor: -2; PGE2 EP2 inh: 2; eIF4E 4G PPI: 10[fluorescence artefact?]

22: CCOC(=O)c1cc(NCc2cccs2)ccc1N1CCOCC1
  NPY-Y1 PAM-ag: -1; NPY Y1 blocker: -3; S1P4 antagonist: -1; S1P4 agonist: 1.8; NPY-Y2 PAM-ag: -7; EP2 modulator: -26; p97 inhibitor: -1; PGE2 EP2 inh: 11; eIF4E 4G PPI: 4

Source: PubChem BioAssay (several laboratories)
